TbREL1 primary: TbREL1 RNA ligase inhibitors, primary screen, biochemical, FRET fluorescence; RNA-editing ligase 1, mitochondrial (Trypanosoma brucei brucei), P86926; TbREL1 RNA ligation; inhibition, % at 9.66 µM; 0.49% of 89,000 active; AID 1117264, 2014;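 active = inhibition above the mean inhibition across all screened compounds plus 3 SD, cut at about 11% in these data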;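 note: 0% = plate median of test wells and 100% = NSC42067 control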
Target sequence (P86926 whole entry, looked up): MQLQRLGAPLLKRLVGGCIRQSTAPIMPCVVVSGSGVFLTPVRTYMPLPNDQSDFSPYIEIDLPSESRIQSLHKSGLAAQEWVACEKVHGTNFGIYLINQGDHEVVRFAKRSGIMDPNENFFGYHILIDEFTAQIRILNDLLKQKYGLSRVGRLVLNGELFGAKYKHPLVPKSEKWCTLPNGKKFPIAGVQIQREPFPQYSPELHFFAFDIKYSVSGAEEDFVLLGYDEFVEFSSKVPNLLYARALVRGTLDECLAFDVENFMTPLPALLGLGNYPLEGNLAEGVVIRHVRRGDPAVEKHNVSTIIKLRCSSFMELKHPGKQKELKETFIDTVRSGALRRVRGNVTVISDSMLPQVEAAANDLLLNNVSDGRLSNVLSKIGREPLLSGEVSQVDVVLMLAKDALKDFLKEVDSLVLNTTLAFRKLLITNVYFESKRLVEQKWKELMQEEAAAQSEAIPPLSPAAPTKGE
Active calls of the source: *.

Compound	TbREL1 primary
O=C(O)CCN1C(=O)c2ccc(NC(=O)CSc3ccc(Cl)cc3)cc2C1=O	-1.2
Cc1[nH]c(=O)[nH]c1C(=O)CCCCC(=O)O	0.4
Cc1ccc(NC(=S)NC(C)(C)C)c([N+](=O)[O-])c1	-6.4
Cc1ccc(S(=O)(=O)N2CCN(C(=O)CN3C(=O)NC(C)(c4ccc(Cl)cc4)C3=O)CC2)c(C)c1 (configuration not stated)	-7.7
COc1ccccc1OCc1ccc(C(=O)NC2CCCCC2)o1	-2.4
CCCOc1ccc(S(=O)(=O)N2CCN(C)CC2)c2ccccc12	-2.9
CCNC(=S)NC1CC2CCCC(C1)N2CCc1ccccc1 (configuration not stated)	-6.1
O=c1c2ccccc2c(-c2n[nH]c(=S)o2)nn1Cc1ccccc1	-2.5
N#Cc1c(N2CCOCC2)nc(N)c2c(N)nc3c(c12)CC(CCl)O3 (configuration not stated)	0.0
O=C(CSc1nc2ccccc2n1CCc1ccccc1)c1ccc(O)c(O)c1	9.1
CCN(CC)S(=O)(=O)c1ccc2c(c1)nc(SC(C)C(N)=O)n2-c1ccc(OC)cc1 (configuration not stated)	-3.0
COc1ccc(CNCCNC(=O)c2nonc2N)cc1OC	-1.1
CC(=O)c1ccc(NC(=O)CN2CCCCCC2)cc1	0.4
Cn1c(CNS(=O)(=O)c2cccc(Cl)c2)cc(=O)n(C)c1=O	4.6
O=C(Cc1ccccc1)NCCS(=O)c1ccc(Cl)cc1 (configuration not stated)	0.2

Remaining list, next part.
Compound	TbREL1 primary
OCCN(Cc1ccccc1)CC1CC2C=CC1C2 (configuration not stated)	0.4
CCN(CC(=O)NCc1ccc(Cl)cc1)C(=O)/C=C/c1ccc(Cl)c([N+](=O)[O-])c1	2.8
COC(C[C@@H](O)C[C@@H](O)[C@@H](C)OCc1ccccc1)OC	0.0
O=C(Nc1ccc(Br)cc1Br)Nc1cccc2[nH]c([C@@H]3O[C@H](CO)[C@@H](O)[C@H](O)[C@H]3O)nc12	-1.1
N/C(=N\OC(=O)CCN1C(=O)c2ccccc2C1=O)c1ccccn1	-0.8
COc1ccc(CCNC(=O)CC(C)S(=O)(=O)c2ccc3c(c2)NC(=O)CO3)cc1OC (configuration not stated)	-1.4
CCc1ccc(NC(=O)C[n+]2cc(-c3ccc(C)cc3)n3c2CCC3)cc1	13.3*
CC/C(=N\NC(=O)c1ccc(N(C)C)cc1)c1ccccc1	-3.9
CC(C)C(=O)Nc1ccc(NC(=O)c2cc3ccccc3o2)cc1	-1.0
COC(=O)c1sc(N/N=C/c2ccc(C(C)C)cc2)nc1C	2.8
COc1ccc(S(=O)(=O)NCCSC(C)(C)C)c(Cl)c1Cl	-1.0
COc1ccc(Nc2ccc(C(F)(F)F)cc2[N+](=O)[O-])cn1	4.3
O=C(COC(=O)c1ccccc1SCC(=O)N1CCCC1)Nc1ccccc1	0.0
Cc1nn(-c2ccccc2)c2c1C(c1c(C)[nH]c(C#N)c1C)C(C#N)=C(N)O2 (configuration not stated)	-1.8
N#Cc1cc([N+](=O)[O-])ccc1NC(=O)CSc1n[nH]c(=O)n1C1CC1	4.8

More records.
Compound	TbREL1 primary
CCOC(=O)CNc1nc(Cl)nc(N2CCCCC2)n1	-1.7
C#CCOCCOCCOCCNc1nc(N2CCOCC2)nc(N2CCN(C(=O)CCCCCCCCCCNC(=O)[C@@H]([C@H](C)CC)n3cc(CCCCCN)nn3)CC2)n1	13.5*
COC(=O)c1ccc(CN2[C@H](C(=O)OC)C[C@@]3(O)[C@H](O)[C@H](O)[C@H](O)C[C@@H]23)cc1	1.0
CCN(CC(=O)Nc1cc(Cl)ccc1C)C(=O)CSCc1c(C)noc1C	-1.8
Cc1nc(C(=O)O)sc1C1(C)CC(c2cccc([N+](=O)[O-])c2)=NO1 (configuration not stated)	-1.0
COc1ccc(C(=O)Nc2ccc3nc(N4CCOCC4)sc3c2)cc1OC	3.2
O=C(Nc1ccccc1)c1cnc2ccccc2n1	2.5
Cc1cc(C)c(C)c(S(=O)(=O)N2CCCCC2C(=O)O)c1C (configuration not stated)	-5.4
CC(=O)c1cccc(NC(=O)CCCNC(=O)c2ccc(Cl)cc2)c1	2.8
O=C(COC(=O)COc1ccc(Cl)cc1)NC1CC1	0.1
O=C(Nc1ccc(N2CCOCC2)cc1)c1cccc(S(=O)(=O)N2CCOCC2)c1	-6.9
CCOC(=O)C(=CNc1ccc(C)cc1C)C(=O)OCC	-2.0
CN1CCN(C(=O)c2cc3ccccc3oc2=O)CC1	-0.6
C=CCn1c(CSc2nc3ccccc3s2)nnc1SCC(=O)NCc1ccco1	-4.3
CC1(C)Cc2c(c(-c3ccccc3)nc(N3CCCC3)c2C(N)=O)CO1	-0.5

Carrying on.
Compound	TbREL1 primary
COc1ccc(OC)c(NC(=O)CSc2nc(=O)n(Cc3ccccn3)c3c2CCC3)c1	-1.6
Fc1cccc(CCN2CCN=C2Nc2ccccc2)c1	2.1
COc1ccc(Cl)cc1Cn1c(C)c(C(=O)NCc2cccc(C(F)(F)F)c2)sc1=O	2.0
COc1cccc(C(CC(=O)Nc2cccc3ccccc23)NC(=O)c2ccccc2)c1 (configuration not stated)	-1.9
C=CCc1ccccc1OCC(O)CN(CC)CC (configuration not stated)	-1.6
CN(C(=O)COC(=O)c1cc(S(=O)(=O)N2CCCCC2)ccc1Cl)c1ccccc1	-1.0
O=C(NCc1ccc(Cl)cc1)C1CCC(CNc2c(N3CCCCC3)c(=O)c2=O)CC1 (configuration not stated)	-2.2
CC[C@H](C)C(=O)N[C@H]1CCCN1C(=O)/C=C/c1ccccc1	0.0
O=C1CCC(=O)N1CC(=O)N1CCCc2ccccc21	3.7
O=C(c1ccccc1)n1ccc(-c2cccs2)n1	-2.1
CC(NS(=O)(=O)c1ccc(F)cc1)C(c1cccs1)N1CCN(C)CC1 (configuration not stated)	-0.6
O=C(COc1cccc2cccnc12)N/N=C/c1ccccc1O	5.9
Cc1ccc(CC2CC(=O)N(CCc3ccccc3)C2=O)cc1 (configuration not stated)	-0.3
O=S1(=O)NC2CCCCCN2c2ccc(F)cc21 (configuration not stated)	-2.5
CC(OC(=O)c1oc2ccccc2c1COc1ccccc1)C(=O)NC(N)=O (configuration not stated)	-3.1

Remaining list, next part
Compound	TbREL1 primary
Cc1cccc2cc(C#N)c(NCc3ccccc3)nc12	5.9
COc1ccc(CN(CCN2CCOCC2)C(=O)c2ccc(F)cc2F)cc1OC	-1.4
CCCNC(=O)COc1ccccc1[N+](=O)[O-]	0.8
C[N+](C)(C)C/C=C1/COCO1	-2.9
COc1ccc(CCNS(=O)(=O)c2ccc3c(c2)n(C)c(=O)c(=O)n3C)cc1OC	2.1
O=S(=O)(c1ccc(F)cc1)N1CCN(CC2CC3C=CC2C3)CC1 (configuration not stated)	-6.7
O=C(Nc1ccc2c(c1)OCO2)C1(S(=O)(=O)c2ccc(Cl)cc2)CC1	-0.4
CCc1c(C)sc(NC(=O)c2cc(C)no2)c1C#N	-3.5
Oc1ccc(O)c(-c2cnns2)c1	1.9
CSc1nc2cc(F)c(F)cc2n1C	1.4
N#Cc1c(N)oc(-c2ccc3c(c2)OCO3)c1-c1ccc2c(c1)OCO2	-3.7
CC(C)(C)NC(=O)Cn1c(SCC(=O)Nc2nccs2)nc2ccccc21	1.8
CCCCNC(=O)c1onc(CSc2ccccc2C)c1C(=O)O	0.7
O=C(NC1CCCCCC1)c1ccc(Cl)c(S(=O)(=O)N2CCOCC2)c1	1.9
COc1ccccc1N1CCN(C(=O)C(=O)c2c(C)[nH]c3ccccc23)CC1	-0.7

Next entries follow:
Compound	TbREL1 primary
CCOc1ccc(S(=O)(=O)N2CCC(C(=O)NCc3cccnc3)CC2)cc1Cl	-1.3
COCCNC(=O)CN1CCN(Cc2cccc(Cl)c2)C1=O	0.7
COc1cccc(NC(C)=[N+](C)CCNS(=O)(=O)c2ccc(Cl)cc2)c1	-1.8
O=C(CCNC(=O)c1ccco1)Nc1ccccc1OC(F)F	2.4
CS(=O)(=O)N(CC(=O)Nc1ccc(S(=O)(=O)N2CCOCC2)cc1)c1cccc(F)c1	-1.8
COc1ccc(C(=O)Nc2ccccc2C(=O)NCCCn2ccnc2)cc1	-0.7
COc1ccccc1NS(=O)(=O)c1cccc(C(=O)NN=C2CCCCCC2)c1	1.9
CC1=C(C(=O)OCC2CCCO2)C(c2cccc(C(F)(F)F)c2)C2=C(CC(c3ccco3)CC2=O)N1 (configuration not stated)	-3.5
O=C(COc1ccc(Cl)cc1)Nc1ccccc1C(=O)NCc1cccnc1	-1.3
Oc1ccc(Cl)cc1CNc1ccc(Br)cn1	3.8
COC(=O)c1ccccc1S(=O)(=O)N1CCC(C(=O)OC(C)C(=O)Nc2ccccc2OC)CC1 (configuration not stated)	-1.2
COc1cccc(N2CCN(C(=O)CCn3nnc4ccccc43)CC2)c1	-2.6
O=C(Nc1nc(=S)ss1)c1c(F)cccc1F	-0.7
COc1ccc(CCn2c(-c3ccc(Cl)cc3)n[nH]c2=S)cc1OC	-0.7
COc1ccc2c(=O)c3c(=O)n(Cc4ccco4)c(-c4cc(OC)c(OC)c(OC)c4)nc3oc2c1	4.8

Carrying on.
Compound	TbREL1 primary
O=C(O)c1cccc(S(=O)(=O)Nc2ccc3oc(=O)sc3c2)c1	9.0
Cc1nc2c(c(=O)n1CCC1=CCCCC1)c1nc3ccccc3nc1n2/N=C/c1ccco1	1.4
COc1ccc(CCNC2CC(C)N(C)CC2C)cc1OC (configuration not stated)	1.9
CSc1ccc(S(=O)(=O)NCC(=O)OCC(=O)N2CC(C)CC(C)C2)cc1[N+](=O)[O-] (configuration not stated)	-3.1
Cc1ccccc1-n1nnnc1SC(C)C(=O)NC1CCCc2ccccc21 (configuration not stated)	0.8
CCCN1CCN(C(=O)C2CCN(S(=O)(=O)c3c(C)noc3/C=C/c3ccc(C)cc3)CC2)CC1	-1.1
O=C1NC(c2ccc(Cl)c([N+](=O)[O-])c2)Nc2ccccc21 (configuration not stated)	4.3
CC1(C)CC(=O)N(CC(=O)NCc2ccc(F)cc2)c2ccccc2S1(=O)=O	3.8
COc1ccc(C)cc1NC(=O)CN1C(=O)c2cccc3cccc1c23	-2.8
COc1ccc(SCC(=O)Nc2ccc(N3CCN(C)CC3)c(F)c2)cc1	9.1
CC(C)Nc1ccc(C(CC(N)=O)NC(=O)c2ccc(Br)cc2)cc1[N+](=O)[O-] (configuration not stated)	-0.1
Cc1ccc(CNc2cnccn2)cc1	-0.1
CC(C)(C)C(=O)Cn1nc(Cl)nc1Cl	-0.9
O=C(/C=C/c1ccccc1Cl)NC(=S)Nc1ccccc1C(=O)NC1CCCCC1	-3.4
N#CC(C(=O)C1CCCCC1)c1nc2ccccc2[nH]1 (configuration not stated)	-0.7

Reprinted from the part before: 5 entries, then new ones.
Compound	TbREL1 primary
CC(C)Nc1ccc(C(CC(N)=O)NC(=O)c2ccc(Br)cc2)cc1[N+](=O)[O-] (configuration not stated)	-0.1
Cc1ccc(CNc2cnccn2)cc1	-0.1
CC(C)(C)C(=O)Cn1nc(Cl)nc1Cl	-0.9
O=C(/C=C/c1ccccc1Cl)NC(=S)Nc1ccccc1C(=O)NC1CCCCC1	-3.4
N#CC(C(=O)C1CCCCC1)c1nc2ccccc2[nH]1 (configuration not stated)	-0.7
O=C(NCc1ccc(F)cc1)c1cnc2sccn2c1=O	5.6
O=S(=O)(NCCc1cccs1)c1ccc(Br)cc1	-1.6
CC1CCC2C(C1)Nc1c(C(=O)O)cccc1C2(C)C (configuration not stated)	-4.0
Cc1nc2cc(NC(=O)COc3ccccc3C#N)ccc2n1-c1ccccc1	-4.6
Cc1cc(S(=O)(=O)Nc2c(C(=O)O)[nH]c3ccccc23)ccc1F	-0.9
COc1ccc(C=C(C(C)=O)C(=O)c2ccccc2)cc1	-2.4
O=C(Nc1ccon1)C1CCN(S(=O)(=O)c2cccs2)CC1	0.0
COc1cc(/C=C/C(=O)OCC(=O)Nc2oc(C)c3c(C)n[nH]c(=O)c23)ccc1OC(F)F	-6.1
CSc1ccc(Cn2c(C)c(C(=O)NCCC#N)sc2=O)cc1	-3.5
COc1cccc(/C=C/C(=O)OCC(=O)Nc2cccc(S(=O)(=O)NC3=NCCCCC3)c2)c1	-1.4
COc1ccc(-c2nc(CSCC(=O)N3CCN(C)CC3)c(C)o2)cc1OC	-2.7
Clc1ccccc1CSc1nnc(-c2cccnc2)n1Cc1ccco1	-3.0
COc1ccc(OC)c(C2CC(=O)c3c([nH]c(C(=O)OCC4CCCO4)c3C)C2)c1 (configuration not stated)	-0.7
CCC(=O)Nc1nnc(Sc2ccc(N(C)C)cc2)s1	-3.2
C#CCNC(=O)C[C@@H]1C[C@@]2(C(=O)OC)CCCCC=C2N(Cc2ccco2)C1=O	-1.6

Quoted at random: two compounds from above.
Compound	TbREL1 primary
CS(=O)(=O)N(CC(=O)Nc1ccc(S(=O)(=O)N2CCOCC2)cc1)c1cccc(F)c1	-1.8
Oc1ccc(O)c(-c2cnns2)c1	1.9

Next section
Compound	TbREL1 primary
CC(C)(CN1CCCC1)NS(=O)(=O)c1ccc(Cl)cc1	-1.5
O=C(COC(=O)CCc1c[nH]c(=O)[nH]1)Nc1ccccc1Cl	-0.5
CC(=O)c1cc2c(cc1NC(=O)c1cc(C)nn1-c1ccccc1)OCO2	-0.3
COc1ccc(C(=O)c2c(C)oc3cc([N+](=O)[O-])c(O)c([N+](=O)[O-])c23)cc1	8.1
CC(=O)NC1N=C(C)N(c2ccccc2)C1=O (configuration not stated)	-3.0
O=C(OCC(=O)N1CCC(Cc2ccccc2)CC1)c1ccc(O)cc1	-4.5
FC(F)(F)c1ccccc1NC(=S)N1CCCC1	-1.6
CCCCn1nnnc1C(c1ccccc1)N1CCN(c2ccccn2)CC1 (configuration not stated)	-2.0

Only part of the results is shown; count on the stated rates, not on these rows.
